From PubChem
GLP1R inv ag: inverse agonists of human GLP-1 receptor | HEK293 GLP-1R CRE-luciferase, luminescence, 24 h; GLP-1R form is constitutively active | Potency, µM (top dose mostly 38.3 µM), inactives show at the highest dose activity change, negative = inhibition, actives largely listed as inhibitors | 410,000 tested, 1.6% active; also: potency is read from the fitted curve at half-maximal effect; % is scaled to controls: 0 for no effect and ±100 for the full control effect; nearly all actives have a fitted effect of over 55% in size
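HEK293 cells stably co-expressing constitutively active GLP-1R and a cAMP-responsive luciferase reporter were seeded in DMEM with 10% Nu serum, given compounds after 12 h, and incubated 24 h at 37 deg C. Luminescence was then read.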
EPAC1 ag: agonists of human EPAC1. O95398. EPAC1 agonist qHTS, biochemical assay; response scale: 100% = response to 6.5 mM cAMP. Potency, µM (highest dose often 154 µM), for inactives: at the top dose activation, usual class: activators. 360,000 tested, 0.073% active. AID 720707; also: potency is read from the fitted curve at half-maximal effect; nearly all actives have a fitted effect of over 60% in size
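Nucleotide exchange assay: 100 nM EPAC1 with 250 nM Rap1B loaded with BODIPY-GDP and 50 uM GDP, room temperature. Fluorescence (480/540 nm) read every 5 min for 30 min; signal change normalized to 6.5 mM cAMP as full agonist.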
PI5P4Ka inh: inhibitors of human PI5P4K alpha | PI5P4Kalpha enzyme, ADP-Glo luminescence, 60 min; hits give low values | max response, % | 330,000 tested, 1.2% active | AID 652105; active = max response of -50% or lower; inconclusive = between -30% and -50%; inactive = -30% or higher; also: value at the top dose of about 77 µM; % is scaled to controls: 0 for no effect and ±100 for the full control effect
Target sequence (P48426 whole entry, looked up): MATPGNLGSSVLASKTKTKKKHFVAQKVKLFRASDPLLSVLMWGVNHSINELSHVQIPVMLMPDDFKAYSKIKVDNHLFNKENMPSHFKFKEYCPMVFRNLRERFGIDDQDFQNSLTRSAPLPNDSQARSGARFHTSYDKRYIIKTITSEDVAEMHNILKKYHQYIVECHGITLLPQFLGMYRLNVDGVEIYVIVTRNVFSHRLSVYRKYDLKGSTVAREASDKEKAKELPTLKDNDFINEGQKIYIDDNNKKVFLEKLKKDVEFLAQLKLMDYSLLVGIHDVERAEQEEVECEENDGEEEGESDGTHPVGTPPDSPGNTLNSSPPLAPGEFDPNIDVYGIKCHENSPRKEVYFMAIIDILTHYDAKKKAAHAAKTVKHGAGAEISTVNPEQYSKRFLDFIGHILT
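Quantitative HTS of the MLSMR library against PI5P4Kalpha with substrate. ATP added last at 5 microM final; room temperature, 60 minutes. Remaining ATP depleted, ADP converted and read as luminescence.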
GLP1R cytotox: cytotoxic in the GLP-1 receptor inverse agonist counter-screen | Potency, µM (doses to about 38.3 µM), without a hit: at the highest dose activity change, negative = inhibition, most hits filed as inhibitors | 410,000 tested, 0.13% active | AID 624418 | HEK293 cAMP-luciferase reporter cells, luminescence, 24 h;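 also: loss of luciferase light is scored as toxicity; potency is read from the fitted curve at half-maximal effect; % is scaled to controls: 0 for no effect and ±100 for the full control effect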
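1536-well qHTS counterscreen of the MLSMR; 200 cells/uL, 12 h pre-incubation, 23 nL cpd, 24 h at 37 deg C 5% CO2, luciferase detection reagent, 12 min RT, luminescence. Inhibition = undesired.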
GLP-1R agonist: agonists of human GLP-1 receptor | P43220 | HEK293 GLP-1R CRE-luciferase, luminescence, 4-6 h; cells express a hypersensitive GLP-1R form | Potency, µM (titrated, usually from 45.6 µM), for the others: at the top dose activation, most hits filed as activators | 380,000 tested, 0.007% active | AID 624172; also: potency is read from the fitted curve at half-maximal effect; % of control where 0% means no effect
IL2 activator: activators of IL-2 | IL-2 activation reporter assay, cell-based qHTS; stimulated with anti-CD3/CD4/CD28 beads; in transgenic mouse T cells | activation, % (series mostly up to about 46 µM) | 360,000 tested, 0.065% active; in the data active = activation above about 50%; inconclusive = mostly about 30% to 49%; also: 0% is about no effect
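Unstimulated transgenic mouse T cells preincubated 60 min with compound, then stimulated with anti-CD3/anti-CD4-coated beads plus anti-CD28 for 18 h at 37 degrees C. IL-2 response read as EGFP and DsRed fluorescence by plate cytometry.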
EPAC1 antagonist: EPAC1 (human) antagonism; O95398; EPAC1 GEF assay, Rap1b-BODIPY-GDP exchange fluorescence; Potency, µM (series often up to 115 µM), inactives show at the top dose activity change, negative = inhibition, actives largely listed as inhibitors; 360,000 tested, 0.14% active; AID 720709;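 also: potency is read from the fitted curve at half-maximal effect; plate controls were vehicle for no effect and positive control for full effect; nearly all actives have a fitted effect of over 50% in size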
PLK1 PBD block: inhibitors of human PLK1 polo-box domain binding; Potency, µM, without a hit: max response, negative = inhibition, actives largely listed as inhibitors; 360,000 tested, 2.8% active; AID 720504; P53350; Plk1 PBD binding of FITC phosphopeptide, fluorescence polarization; also: potency is read from the fitted curve at half-maximal effect; series mostly up to about 57 µM; % is scaled to controls: 0 for no effect and ±100 for the full control effect; nearly all actives have a fitted effect of over 65% in size
PTHR1 agonist: agonists of human PTHR1 parathyroid hormone receptor; Q03431; Potency, µM (series often up to 115 µM), for the others: at the top dose activation, hits mostly activators; HEK293 GP2 PTHR1 cells, GloSensor cAMP luminescence, 1 h; 410,000 tested, 0.075% active; AID 743266; also: potency is read from the fitted curve at half-maximal effect; nearly all actives have a fitted effect of over 55% in size; some results filed as inactive show a strong effect at the top dose; inactives centre near -15; many of its hits are not listed in these tables
Target sequence (Q03431 whole entry, looked up): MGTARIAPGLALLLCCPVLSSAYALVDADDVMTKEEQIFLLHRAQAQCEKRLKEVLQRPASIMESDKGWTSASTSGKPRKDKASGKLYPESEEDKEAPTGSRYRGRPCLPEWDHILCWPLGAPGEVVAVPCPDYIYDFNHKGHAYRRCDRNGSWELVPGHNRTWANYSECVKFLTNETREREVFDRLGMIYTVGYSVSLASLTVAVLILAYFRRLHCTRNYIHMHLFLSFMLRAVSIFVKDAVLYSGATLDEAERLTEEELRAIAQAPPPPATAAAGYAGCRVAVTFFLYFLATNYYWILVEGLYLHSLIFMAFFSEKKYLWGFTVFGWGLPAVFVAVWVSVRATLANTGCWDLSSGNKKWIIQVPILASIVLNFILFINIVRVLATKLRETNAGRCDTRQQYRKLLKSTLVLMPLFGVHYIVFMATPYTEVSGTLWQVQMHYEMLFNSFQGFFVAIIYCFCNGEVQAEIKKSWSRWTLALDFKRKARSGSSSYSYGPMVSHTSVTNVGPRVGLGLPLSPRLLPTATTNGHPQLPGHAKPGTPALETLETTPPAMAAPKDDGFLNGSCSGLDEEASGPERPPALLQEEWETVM
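HEK-293-derived GP2 cells expressing PTHR1 and a GloSensor cAMP reporter, 3,000/well, plated overnight, given luciferin plus IBMX (each 0.5 mM as added) for 1 h at 37 °C, then compound for 1 h at 37 °C. Luminescence was read after 15 min at room temperature.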
* marks the source's active call; other numbers are inactive results; i = inactive; ? = inconclusive; . = not tested or not shown; [ ] = remark or other dose. Unless noted, calls follow the shape of the dose curve; as a rule, active = well fitted curve in the direction sought with a large enough effect; inconclusive = small, poorly fitted or top-dose-only effect, or another doubt; inactive = no such curve, though single readings can be large; an effect the other way counts as inactive or inconclusive. An excerpt (hit frequency here may not be typical).

SMILES | GLP1R inv ag | EPAC1 ag | PI5P4Ka inh | GLP1R cytotox | GLP-1R agonist | IL2 activator | EPAC1 antagonist | PLK1 PBD block | PTHR1 agonist
Cc1ccc(C)c(S(=O)(=O)N2CCN(C(=O)CSc3ccccc3)CC2)c1 | ? | -3% | 2 | -1% | 14% | -1.6 | -10% | ? | -10%
Cc1ccc(CCC(=O)Nc2ccc(C)c(C)c2)o1 | ? | -13% | -2 | -18% | 6% | -3.2 | 15% | 1% | i
C=CCSc1n[nH]c(=O)n1-c1cccc(C(F)(F)F)c1 | 2% | -5% | 5 | 7% | -5% | -0.3 | 7% | 3% | -3%
CCc1cc(=O)oc2cc(OC(C)C(=O)O)c(Cl)cc12 (stereo not given) | 6% | 0% | 1 | -18% | 2% | 2.0 | -3% | -4% | -14%
COc1cc2nc(SCC(=O)Nc3ccc(F)cc3)n3nc(CCn4c(C)nc5ccccc54)nc3c2cc1OC | 11% | . | . | -9% | -1% | . | . | . | -6%
CCN(C[C@H]1N[C@@](C)(C(=O)OC)[C@H]2C(=O)N(C)C(=O)[C@@H]12)S(=O)(=O)c1ccc(C(F)(F)F)cc1 | 13% | -6% | -9 | -4% | -1% | -0.3 | -14% | -26% | 14%
O=C(Cc1ccc(Cl)cc1)NC1CCS(=O)(=O)C1 (stereo not given) | 1% | -2% | -7 | -5% | 0% | -4.3 | 11% | -6% | i
CC(C)(C)c1cnnn1-c1ccc(/C=N/Nc2ccc([N+](=O)[O-])cc2)cc1 | ? | 13% | 0 | -13% | -3% | -3.5 | -6% | -14% | i
COc1cc([N+](=O)[O-])ccc1NC(=O)Nc1ccc2c(c1)OCCO2 | -8% | 16% | 5 | -1% | 3% | -0.7 | 2% | -4% | -49%[inhibitor]
OCC1(Cc2ccccc2C(F)(F)F)CCN(Cc2ccccc2)CC1 | ? | -7% | -3 | -10% | 15% | -3.2 | 9% | -1% | i
CC(C)(C)Nc1nc(Cl)nc(Nc2ccccc2)n1 | ? | 1% | -4 | -2% | 16% | -0.8 | -3% | -2% | -38%[inhibitor]
COc1cccc(CN(C)C(=O)CSCC(=O)Nc2cccc(C)c2)c1OC | -31% | -3% | -6 | -12% | -3% | -0.1 | -6% | 2% | -25%
COC(=O)Cn1c(CN(C)Cc2ccccc2)nc2c1c(=O)n(C)c(=O)n2C | 1% | -3% | 6 | 0% | 0% | -0.3 | -4% | 3% | -10%
CCc1nc2ccccc2c(C(=O)Nc2ccc(C)cc2)c1C | 22% | 6% | -3 | -5% | 6% | -1.1 | -4% | -8% | i
CCc1ccccc1NC(=O)CC(O)(C(=O)OC)C(F)(F)F (stereo not given) | -12% | 5% | . | 1% | -2% | -2.6 | -6% | -9% | -11%[57.5 µM]
NC(=O)CSc1ncnc2c1oc1ccccc12 | 23% | 1% | 8 | 5% | 13% | -1.7 | -27% | -4% | -9%
CC(C)=NOc1nc(NC(=O)NS(=O)(=O)c2ccccc2Cl)nc(N(C)C)n1 | 5% | 9% | -3 | -5% | 12% | -0.3 | 9% | -11% | i
Cc1ccc(-n2nc3ccc(NC(=O)C(C)C)cc3n2)cc1 | -1% | 3% | 7 | 3% | 7% | 2.2 | -16% | ? | -29%
Cc1ccc(CNC(=O)C2CCC(=O)N2Cc2ccc(F)cc2)cc1 (stereo not given) | -9% | -7% | 0 | -9% | 11% | -0.4 | 2% | -11% | i
Cc1ccc(C)c(N2C(=O)c3cc(N4CCOCC4)c([N+](=O)[O-])cc3C2=O)c1 | 3% | -4% | 0 | -12% | -14% | 3.5 | -1% | 7% | -35%[inhibitor]
CCC(C)(C)NC(=O)C(c1ccncc1)N(C(=O)Cn1nnc2ccccc21)c1cc2c(cc1C(C)=O)OCO2 (stereo not given) | 1% | 1% | 7 | 5% | 1% | -2.4 | 9% | -2% | -9%
CC(=O)c1cc2c(cc1NC(=O)c1ccc(C)cc1)OCCO2 | 11% | 1% | -2 | -20% | 12% | 2.0 | -8% | ? | i
CCCOc1ccc(C(=O)Nc2ccccc2[N+](=O)[O-])cc1 | 5% | 5% | 2 | 8% | 5% | 2.1 | 2% | ? | -24%
Cc1c(NS(=O)(=O)c2ccc(C(=O)NCc3ccccc3)cc2)c(=O)n(-c2ccccc2)n1C | 9% | 0% | 1 | 0% | -1% | -0.7 | 2% | -2% | -20%
CC(C)(C)OC(=O)NC1CONC1=O (stereo not given) | 18% | -2% | 0 | -17% | 12% | -0.7 | 3% | -14% | ?

3 entries out of the list above, arranged by the number in EPAC1 antagonist, ascending.
Molecule,EPAC1 antagonist
CCc1ccccc1NC(=O)CC(O)(C(=O)OC)C(F)(F)F (stereo not given),-6%
CCc1cc(=O)oc2cc(OC(C)C(=O)O)c(Cl)cc12 (stereo not given),-3%
CC(C)(C)OC(=O)NC1CONC1=O (stereo not given),3%

Additional records
SMILES | GLP1R inv ag | EPAC1 ag | PI5P4Ka inh | GLP1R cytotox | GLP-1R agonist | IL2 activator | EPAC1 antagonist | PLK1 PBD block | PTHR1 agonist
C[C@H](O)[C@@H]1C(=O)N2CCc3ccc(N4CCN(C)CC4)cc3[C@@H]2C[C@@H]1N(C)C(=O)c1cccnc1 | -5% | -1% | -3 | 2% | -2% | -1.2 | -15% | -4% | -12%
COc1cc(-c2nnn(CC(=O)N3CCOCC3)n2)cc(OC)c1OC | 31%[activator] | -5% | 5 | 1% | 3% | 2.3 | 7% | -2% | -2%[57.5 µM]
Cc1ccc(C(=O)NCCCNc2ccccc2[N+](=O)[O-])cc1 | -15% | -3% | 0 | -23% | 12% | -2.9 | 2% | 3% | -4%
Cc1cc(C)n(-c2ccc(C(=O)NCc3ccc4c(c3)OCO4)cc2)n1 | 0% | -1% | -4 | -45% | 2% | -2.3 | 2% | -3% | -23%
CCOc1ccc(N(C(C)C(=O)N/N=C(\C)C(C)(C)C)S(C)(=O)=O)cc1 (stereo not given) | 15% | -3% | -3 | -1% | -6% | -1.6 | 13% | -1% | -14%
C#CCn1cnc2c(cnn2-c2ccc(C)c(C)c2)c1=O | 10% | -4% | 0 | 4% | 1% | 0.2 | 12% | -2% | -13%[57.5 µM]
COc1ccc(CC(=O)NNC(=O)COc2ccc(F)cc2)cc1S(=O)(=O)N1CCOCC1 | 4% | -2% | -4 | -2% | -1% | -3.7 | 17% | -3% | 18%
CN1CCN(S(=O)(=O)c2cccc(C(=O)N3CCc4ccccc43)c2)CC1 | 2% | -7% | -6 | -10% | 12% | -0.4 | -20% | -18% | -21%
NS(=O)(=O)c1cccc(NC(=O)CSc2n[nH]c(-c3ccccc3Br)n2)c1 | 9% | -7% | -4 | 0% | -3% | 0.7 | 14% | -18% | -13%
CCOC(=O)N1CCN(c2ccc(S(=O)(=O)N3CCOCC3)cc2[N+](=O)[O-])CC1 | 8% | -8% | -3 | 5% | 4% | -0.5 | 5% | -3% | i
O=C(O)C1CCCCC1C(=O)NCCc1ccc(F)cc1 (stereo not given) | 13% | -4% | -1 | 4% | 9% | -1.8 | -10% | -12% | i
O=c1oc2ccccc2c(NC2CCCCC2)c1NS(=O)(=O)c1ccc(F)cc1 | ? | 6% | ? | 7% | -5% | -0.8 | 3% | 3.4µM* | -16%
COc1cc(OC)cc(-c2c(C#Cc3ccsc3)c3cc(-c4ccc(CN5CCOCC5)cc4)ccc3n2C)c1 | -24% | 2% | 2 | 0% | 7% | 0.2 | -6% | -10% | -23%
Cc1cccc(Cl)c1NNC(=O)Nc1c([N+](=O)[O-])c(C)nn1C | -12% | 3% | -2 | 4% | 23% | 0.6 | 7% | 0% | -11%
O=C(NC1CCN(Cc2ccc(Cl)cc2Cl)CC1)c1ccccc1 | 2% | 6% | 6 | 0% | -3% | -0.1 | 4% | -2% | -15%
CC1=C(C(=O)Nc2ccccc2Cl)C(c2ccc(N(C)C)cc2)NC(=O)N1 (stereo not given) | 43%[activator] | 0% | 2 | 17% | 3% | 0.9 | -11% | -5% | -17%[57.5 µM]
Clc1cccc(-c2ccc(C3Nc4cccc5cccc(c45)N3)o2)c1 | . | -13% | . | . | 0% | -3.0 | 0% | . | -3%
Cc1nn(CC(=O)Nc2ccc(C(=O)N(C)C)cc2)c(=O)c2ccccc12 | -4% | 7% | 1 | 3% | -15% | -1.1 | 7% | -7% | i
CCN1/C(=C/c2ccc3cc(C)ccc3[n+]2CC)Sc2cc(C)c(C)cc21 | 14% | -8% | -13 | ? | 3% | 0.7 | ? | 5% | -66%
Cc1ccc(S(=O)(=O)NN2C(=O)c3ccccc3NC2c2cccc(O)c2)cc1 (stereo not given) | -8% | 1% | 2 | 10% | 0% | -0.5 | -20% | -3% | i
CCCn1c(N)c(N2CCCCC2)c(=O)n(CC(=O)Nc2ccccc2)c1=O | -8% | -8% | 0 | 0% | 3% | 1.1 | 10% | -5% | i
COCCN(CCOC)c1ncnc2c1cnn2-c1ccccc1 | 14% | -8% | 3 | 8% | -4% | -2.2 | -17% | -6% | -11%
CCCCC[C@@H](O)c1cc2ccccc2c(=O)o1 | 8% | 9% | -4 | 0% | 23% | 0.0 | -5% | -13% | i
CC(=O)N1CCc2c(sc3c2c(=O)n(-c2ccccc2)c(=O)n3Cc2ccccc2Cl)C1 | 19% | 12% | -5 | -3% | 8% | 0.0 | -6% | 30µM* | i
Cc1ccccc1NC(=S)NCc1ccccc1 | ? | 1% | 8 | ? | 2% | 0.6 | 12% | -16% | i
CC(C)Oc1ccc(S(=O)(=O)N2CCOCC2)cc1NC(=O)CSC(=S)N1CCCC1 | 34%[activator] | 0% | -1 | -22% | 20% | -2.5 | -4% | -11% | -11%
Cc1ccc(-c2nnc(N3CCCCCC3)c3ccccc23)cc1 | -31% | 9% | 2 | -8% | 4% | -3.1 | -16% | -3% | -33%[inhibitor]
Cc1cc(C)c(S(=O)(=O)Nc2ccc3c(c2)CCC3)c(C)c1 | ? | -4% | 2 | ? | 12% | -6.9 | ? | -2% | -19%
CC1CN(c2ccc([N+](=O)[O-])nc2)CC(C)O1 (stereo not given) | 11% | 1% | 7 | ? | 6% | 0.1 | -5% | 1% | i
